OXTR ag – human OXTR agonists, primary screen, fluorescence, CHO-OTR cells, Fluo-8 calcium; Oxytocin receptor (Homo sapiens), P30559; Fluo-8 calcium fluorescence; normalized: DMSO 0%, oxytocin 100%; activation, % at 3 µM; 0.32% of 320,000 active;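 active means activation above the mean of all tested compounds plus 3 SD, cutoff set per screening run, cut at about 20% in these data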;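 further: peak over basal fluorescence ratio from a 100 s FLIPR kinetic read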
Target sequence (P30559 whole entry, looked up): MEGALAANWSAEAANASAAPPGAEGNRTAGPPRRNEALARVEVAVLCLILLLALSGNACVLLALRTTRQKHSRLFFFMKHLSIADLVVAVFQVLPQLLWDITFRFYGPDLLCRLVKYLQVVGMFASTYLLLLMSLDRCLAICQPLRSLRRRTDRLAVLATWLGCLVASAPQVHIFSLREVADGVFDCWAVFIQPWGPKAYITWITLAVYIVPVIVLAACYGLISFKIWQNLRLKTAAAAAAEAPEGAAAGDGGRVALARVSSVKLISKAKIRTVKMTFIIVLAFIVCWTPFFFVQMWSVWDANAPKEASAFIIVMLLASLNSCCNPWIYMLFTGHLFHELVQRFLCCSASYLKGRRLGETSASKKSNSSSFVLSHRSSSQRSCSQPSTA
NS3 helicase inh – inhibitors of HCV NS3 helicase, primary screen, biochemical, Cy5 molecular beacon fluorescence. NS3 helicase DNA unwinding. inhibition, % at 10.9 µM. 0.56% of 290,000 active. AID 1800, 2009;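 active means inhibition above the mean of all tested compounds plus 3 SD, set per campaign, cut at about 35% in these data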;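 further: 0% = DMSO wells and 100% = thioflavine S control wells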
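Compound dosing – single dose, 10.9 µM nominal final, DMSO 0.8% final · System – NS3 helicase fragment of HCV · Buffer or medium – MOPS pH 6.5, MgCl2, DTT, Tween20, BSA · Signal – Cy5 beacon fluorescence read at start and 1 h · Also added – annealed dual-labelled DNA beacon duplex, ATP-started · Schedule – 1 h at 25 °C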
PHOSPHO1 block – PubChem AID 1565 | 1.1% of 290,000 active | recombinant PHOSPHO1, absorbance phosphatase assay | inhibition, % at 13.3 µM | Phosphoethanolamine/phosphocholine phosphatase (Homo sapiens), Q8TCT1; in the data active means inhibition above about 60%
FID counter – compounds displacing fluorescent DNA intercalator, primary screen, artefact control for HCV NS3 helicase inhibitor project, biochemical, FID fluorescence; DNA fluorescent intercalator displacement; inhibition, % at 7.9 µM; 0.17% of 290,000 active; AID 1845, 2009; in the data active means inhibition above about 37%;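 further: 0% = vehicle and 100% = reference compound; higher means more ethidium bromide displaced from hairpin DNA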
IMP-1 inhibitor – IMP-1 metallo-beta-lactamase inhibitors, primary screen, biochemical, epi-absorbance readout, Pseudomonas aeruginosa enzyme; 0.45% of 290,000 active; inhibition, % at 5.6 µM; metallo-beta-lactamase IMP-1 (Pseudomonas aeruginosa); purified IMP-1, nitrocefin hydrolysis, epi-absorbance fluorescence;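 active means inhibition above the mean plus 3 SD of all compounds in the same screening run, cut at about 4.5% in these data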;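 further: 0% = IMP-1 with DMSO and 100% = DMSO wells lacking enzyme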
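Test system: recombinant IMP-1 enzyme, purified / Medium: HEPES buffer pH 7.1 with ZnSO4 and Brij 35 / Doses: single dose, 5.6 µM / Times: 25 °C, 15 min preincubation, 25 min reaction / Detection: Epi-absorbance via hydrolysed-nitrocefin quenching of white-plate fluorescence, 480/530 nm, EDTA stop / Evaluation: percent inhibition from optical density relative to buffer-blank wells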
GPR7 antagonist – GPR7 receptor antagonists, primary screen, cell-based, fluorescence, single concentration | GPR7-expressing cells, fluorescence antagonist assay | 1.1% of 290,000 active | Neuropeptides B/W receptor type 1 (Homo sapiens), P48145 | AID 1861, 2009 | inhibition, % at 4.4 µM; in the data active means inhibition above about 16%, passing the limit was not always enough;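 further: cells stimulated with the agonist NPW; 0% = agonist with vehicle and 100% = vehicle without agonist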
Target sequence (P48145 whole entry, looked up): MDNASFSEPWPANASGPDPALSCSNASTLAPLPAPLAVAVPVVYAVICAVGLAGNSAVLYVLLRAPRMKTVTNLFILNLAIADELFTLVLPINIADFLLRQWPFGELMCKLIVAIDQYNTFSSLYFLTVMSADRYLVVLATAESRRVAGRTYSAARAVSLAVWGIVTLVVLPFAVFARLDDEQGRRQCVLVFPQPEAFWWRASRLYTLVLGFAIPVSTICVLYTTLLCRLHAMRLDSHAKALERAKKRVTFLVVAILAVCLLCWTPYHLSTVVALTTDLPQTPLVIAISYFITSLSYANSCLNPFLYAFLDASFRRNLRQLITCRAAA
VIM-2 inh – VIM-2 metallo-beta-lactamase inhibitors, primary screen, biochemical, epi-absorbance readout, Pseudomonas aeruginosa enzyme; purified VIM-2, nitrocefin hydrolysis, epi-absorbance fluorescence; inhibition, % at 5.6 µM; 0.89% of 290,000 active; AID 1527, 2009;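 active means inhibition above the mean of all tested compounds plus 3 SD, cutoff set per screening run, cut at about 7.5% in these data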;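 further: red hydrolysis product quenches plate fluorescence so inhibitors raise well fluorescence; 0% = enzyme with DMSO and 100% = DMSO without enzyme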
GalR3 antagonist – GalR3 antagonists in HEK293 cells, primary screen, cell-based, fluorescence readout; HEK293 GalR3-CNG cAMP membrane potential fluorescence; galR3 body fused to GalR1 C-terminus; inhibition, % at 3 µM; 0.44% of 360,000 active;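 active means inhibition above the screen-wide average plus 3 SD, cut at about 13% in these data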;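 further: forskolin and galanin both at EC90 stimulate the cells; cAMP rise reported by CNG channel membrane potential dye signal; 0% = forskolin plus galanin with DMSO and 100% = forskolin alone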
Target sequence (O60755 1-299 limits assumed): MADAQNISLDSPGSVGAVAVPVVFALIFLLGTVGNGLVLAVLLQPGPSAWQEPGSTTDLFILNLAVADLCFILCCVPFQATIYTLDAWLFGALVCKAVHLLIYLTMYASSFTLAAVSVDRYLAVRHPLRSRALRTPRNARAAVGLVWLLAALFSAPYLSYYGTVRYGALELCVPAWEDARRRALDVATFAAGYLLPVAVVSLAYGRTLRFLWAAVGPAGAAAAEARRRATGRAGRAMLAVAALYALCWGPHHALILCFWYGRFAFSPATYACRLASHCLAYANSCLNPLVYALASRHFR
V1aR counter – agonists of human V1a receptor, primary screen, counter-screen for OXTR agonist project, fluorescence, CHO-V1R cells | Vasopressin V1a receptor (Homo sapiens), P37288 | Fluo-8 calcium fluorescence, agonist mode; 0% DMSO, 100% 3 nM vasopressin | activation, % at 3 µM | 0.25% of 320,000 active;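 active means activation above the mean activation of all tested compounds plus 3 SD, per screening run, cut at about 20% in these data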;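 further: signal is peak over basal fluorescence ratio across a 100 second FLIPR read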
* = called active by the depositor; . = no result given.

SMILES	OXTR ag	NS3 helicase inh	PHOSPHO1 block	FID counter	IMP-1 inhibitor	GPR7 antagonist	VIM-2 inh	GalR3 antagonist	V1aR counter
CC1CN(C(=O)COC(=O)c2nn(-c3ccccc3)c(=O)c3ccccc23)CC(C)O1 (stereo unspecified)	-1.3	2	-115	-19	-2.6	-4	-1.5	-5	0.2
CCCC(=O)Nc1sc(C(=O)OC)c(C)c1C(N)=O	0.1	-3	77*	4	-2.1	-9	-1.1	0	-0.2
C(=C\c1ccccc1)/CSc1nnc(-c2cnccn2)n1Cc1ccco1	-2.0	9	0	-38	-4.9	21*	-6.9	-6	-1.3
CC1(C)CC2(C)OC(=N)C1(C#N)C2(C#N)C#N (stereo unspecified)	-0.2	-3	16	1	2.2	-1	-1.5	-3	0.6
Cc1nc(SCC(=O)NCc2ccco2)nc(C)c1C	0.7	7	28	-1	-0.6	4	0.2	-2	-0.3
Cc1cccc(N2C(S)=C(C#N)C(=O)NC2c2ccco2)c1 (stereo unspecified)	0.4	8	26	-6	-3.8	-9	-0.4	-5	0.7
COC(=O)[C@@]1(Cc2ccc(F)cc2)[C@H]2c3cc(C(=O)N4CCCC4)n(CCc4c[nH]c5ccc(OC)cc45)c3C[C@H]2CN1C(=O)c1ccccc1	0.1	3	6	-8	0.3	1	-0.1	-4	0.0
Fc1cccc(Cl)c1Cn1nnc2c(NCc3ccccn3)ncnc21	2.2	6	-11	-11	-2.4	-2	-2.3	-5	4.4
COc1ccc(CN2CCN(CC3CC3)CC2CCO)cc1C (stereo unspecified)	0.5	1	-16	-4	-2.8	-3	-2.1	-9	0.1
CC(C)c1nnc(N2C(=O)C(O)=C(C(=O)c3cccs3)C2c2ccccc2)s1 (stereo unspecified)	.	6	42	-2	7.2*	-4	17*	3	.
CC1CCC(N(CCCN)Cc2ccco2)CC1C (stereo unspecified)	1.2	-8	4	1	-3.9	-6	-5.1	-3	0.7
COc1ccc(C(=O)CNC2=NCCC2)cc1	1.8	11	-17	4	-1.2	-1	-1.8	6	1.3
COc1cccc(C(=O)NCCNC(=O)c2ccc(C)nc2)c1	0.7	4	-2	-3	-4.3	-8	-1.3	-4	1.5
CCOC(=O)C1C(=O)C=C(N2CCOCC2)CC1c1cccc(OC)c1 (stereo unspecified)	-0.3	21	21	-32	-0.4	22	2.9	-5	0.4
CC1CN(Cc2cn(C)nc2-c2ccc(Oc3ccccc3)cc2)CCN1C (stereo unspecified)	3.7	-17	19	12	-2.5	4	-1.8	-4	3.2
Cc1cccn2c(=O)c(C=O)c(N3CCCCCC3)nc12	-1.5	0	-38	-15	-0.7	1	4.1	.	-1.4
O=C(Nc1ccccc1)c1sccc1Oc1ccc([N+](=O)[O-])cc1F	-2.4	3	28	-2	-3.0	-6	0.6	-9	-1.9
Cn1c(N)cc(-c2ccc(F)cc2)c(C#N)c1=O	0.3	-8	40	-5	-2.9	5	-1.4	-2	0.1
CCOC(=O)c1sc2nc(C)nc(NCc3ccccc3)c2c1C	5.8	-9	.	-27	-1.5	8	1.9	-12	3.0
CN(C)c1ccc(N=C/C=C2\N(C)c3ccccc3C2(C)C)cc1	5.0	28	19	3	-2.5	-4	-3.2	0	2.5
OCC1(CCOc2ccccc2)CCN(Cc2ccc3c(c2)OCCO3)CC1	1.3	-6	49	16	0.8	0	-2.4	4	3.5
COc1cc(Cl)c(C)cc1NC(=O)c1cc(S(=O)(=O)N(C)C)ccc1N1CCCC1	-1.7	-27	-5	-10	-4.0	-8	-1.5	0	-1.4
CC1CN(c2ccccc2)CCN1C(=O)c1cc(COc2c(F)cccc2F)on1 (stereo unspecified)	-0.2	-12	-40	-32	-1.8	-13	-0.8	-6	-0.2
CCOc1ccccc1CNC(=O)c1ccc2c(c1)N(CC)CCS2	-2.7	-6	39	-33	-1.4	-6	-2.8	.	-2.2
Cc1cc(C)cc(OCC(=O)N/N=C/c2ccncc2)c1	1.6	-13	9	-13	-4.5	-13	-3.4	-2	1.3

The list goes on, starting with the last three of the part before.
SMILES	OXTR ag	NS3 helicase inh	PHOSPHO1 block	FID counter	IMP-1 inhibitor	GPR7 antagonist	VIM-2 inh	GalR3 antagonist	V1aR counter
CC1CN(c2ccccc2)CCN1C(=O)c1cc(COc2c(F)cccc2F)on1 (stereo unspecified)	-0.2	-12	-40	-32	-1.8	-13	-0.8	-6	-0.2
CCOc1ccccc1CNC(=O)c1ccc2c(c1)N(CC)CCS2	-2.7	-6	39	-33	-1.4	-6	-2.8	.	-2.2
Cc1cc(C)cc(OCC(=O)N/N=C/c2ccncc2)c1	1.6	-13	9	-13	-4.5	-13	-3.4	-2	1.3
CC(C)NC(=S)N/N=C/c1cccs1	-1.2	-6	42	1	-4.5	-11	-2.0	2	-0.3
O=C(NCCc1c[nH]c2ccccc12)/C(=C\c1cccnc1)NC(=O)c1ccccc1Br	0.1	3	19	-16	-0.8	-4	0.0	-1	2.4
COC(=O)c1ccc(CSc2nc3c(c(=O)n2-c2ccc(C)cc2)SCC3)o1	-1.3	-6	-18	-26	-3.7	-9	0.3	.	-0.2
O=C(Nc1ccc(COc2ccccc2)cc1)Nc1cccc(C(=O)O)c1	0.9	8	44	-21	-0.8	4	-2.0	1	-0.6
Cn1nnnc1SCc1c(F)cccc1F	2.2	4	-23	2	-1.4	-10	-1.6	-6	0.0
Cn1c(-c2ccccn2)[n+](C)c2ccccc21	-0.5	-5	6	-8	-2.1	4	-1.9	-5	0.0
COc1ccc(C(=O)Nc2nc3c(s2)Cc2cc(OC)ccc2-3)cc1	-1.2	12	-10	3	2.2	-2	-1.4	-3	-0.4
C=CCNC(=S)N/N=C/c1ccc(C(C)(C)C)cc1	.	11	-13	-21	-2.0	-53	-3.1	-6	.
COc1ccc(OC)c(S(=O)(=O)NCCc2csc(-c3cccnc3)n2)c1	3.8	-15	27	-12	-0.3	-7	-1.5	12	0.5
O=C(Nc1nc2ccccc2[nH]1)c1ccc(Cl)c([N+](=O)[O-])c1	1.2	-8	15	5	-0.3	-1	-3.0	-1	1.8
Cc1cccc(N2CCN(C(=O)c3c(-c4ccccc4Cl)noc3C)CC2)c1C	-1.1	-1	4	-43	-2.3	20	-1.1	-1	-1.2
COc1ccccc1N1CCN(C(=O)C2CCC(Cn3c(=S)[nH]c4ccccc4c3=O)CC2)CC1 (stereo unspecified)	-0.1	2	9	-3	-2.2	-4	-4.2	-4	-0.2
CN(C)C(=O)c1nnsc1Sc1ccc(Cl)cc1	-1.2	6	16	-3	-0.9	-7	0.0	-1	0.0
COc1ccc(N=Nc2c(C)[nH][nH]c2=O)cc1	-1.8	1	-2	-8	-4.6	-6	-3.1	-4	-0.9
COc1cc(/C=C/C(=O)OCC(=O)N2CCN(C(=O)c3ccco3)CC2)ccc1O	0.1	3	-9	-18	-2.3	-1	-4.2	3	0.8
CNC(=O)c1cc2c(=O)n3cccc(C)c3nc2n(C(C)C)c1=N	-0.2	5	25	1	0.6	-4	12*	-5	-0.4
O=C(Nc1ccccc1N1CCN(C(=O)c2ccccc2)CC1)c1cccc(Cl)c1	1.3	-6	30	-35	-2.6	-1	-2.2	-2	-0.8
Cc1ccccc1NC(=O)NCCc1ccc(Cl)cc1	-2.5	13	37	-5	-1.7	4	-2.3	-1	5.1
CCOC(=O)c1cccc(NC(=O)Cn2nc(C)n3cccc3c2=O)c1	-0.6	18	27	-22	-3.7	-5	-2.0	-4	0.3
O=C(O)c1ccc(N2C(=O)c3cccc(Oc4ccc(Cl)cc4)c3C2=O)cc1	0.1	7	-4	-26	17*	-16	6.5	-1	0.8
CS(=O)(=O)Nc1cccc(C(=O)OCCCOc2ccc(F)cc2)c1	3.1	-14	37	-19	-4.0	0	1.5	-6	5.7
Cc1ccc(C(=O)Nc2ccccc2-c2ccccc2)cc1[N+](=O)[O-]	-2.1	-9	11	-2	-0.1	3	3.7	-6	-1.5
COc1ccc(OC)c(/C=N/NC(=O)c2cc3c(OC)c(OC)ccc3[nH]2)c1	-0.9	9	0	-19	-2.5	-6	-3.8	-5	-0.2
Cc1ccc(C(=O)CCc2ccc(N)cc2)cc1	0.3	2	42	-7	-2.5	11	-3.1	-12	0.9
O=c1c2ccccc2cnn1-c1ccc(Cl)nn1	-0.7	13	9	-1	-4.3	-10	-0.5	0	1.4
More results:
SMILES	OXTR ag	NS3 helicase inh	PHOSPHO1 block	FID counter	IMP-1 inhibitor	GPR7 antagonist	VIM-2 inh	GalR3 antagonist	V1aR counter
O=c1[nH]cnc2c1c(-c1ccccc1)cn2-c1cccc(Cl)c1	-2.0	-8	22	-38	-0.7	-15	2.6	-8	0.4
N#CCCN(CCC#N)C(=O)C1c2ccccc2Oc2ccccc21	12	2	14	-75	2.3	-5	4.0	-9	26*
Clc1ccc(Cl)c(Oc2ccc(Oc3nc(Cl)ccc3Cl)cc2)n1	0.7	0	-21	-2	-2.7	2	-5.1	-4	1.1
Cc1nn(-c2cccc(Cl)c2)c2c1C(c1ccncc1)C(C#N)=C(N)O2 (stereo unspecified)	0.3	3	-7	-12	-1.2	3	-0.9	-3	0.9
CN(C)C(=O)CSc1n[nH]c(=O)n1CCc1ccccc1	-0.2	-4	19	-6	-3.5	-5	-2.5	-4	0.4
CCOC(=O)NCc1cc(-c2nn(C)c(=O)c3ccccc23)ccc1C	6.2	-2	1	-30	-5.3	0	3.4	-4	3.3
CN(C)/C=C/C(=O)Oc1ccc(Cl)cc1Cl	2.5	5	38	-3	-2.7	-12	-2.5	-4	1.9
Cc1ccc(S(=O)(=O)NC(=O)Nc2ccc(F)cc2)cc1	0.1	8	5	-2	-3.2	-1	-0.4	-4	-0.3
CC(=O)OCCn1c(C)[n+](CCOC(C)=O)c2cc(Cl)c(Cl)cc21	1.3	12	6	2	-1.5	-20	1.2	-7	1.9
CCCN(CCC)C(=O)CC(c1ccc(F)cc1)c1ccco1 (stereo unspecified)	-1.4	16	-19	-35	-5.4	-3	-1.1	-6	-0.8
CCOC(=O)C1CCCN(C(=O)c2ccc([N+](=O)[O-])cc2)C1 (stereo unspecified)	-0.2	-7	-1	-11	-1.4	-12	-2.3	-5	-0.3
O=C(CSc1nc2ccc(Cl)cc2[nH]1)c1cccs1	-0.7	16	0	4	-4.6	-10	-3.9	-4	0.1
CCCC(=O)Nc1ccccc1NC(=O)CN(C)S(=O)(=O)c1ccc(C)cc1	-0.7	-5	11	-15	1.7	-7	3.1	-4	-0.2
Cc1ccn2cc(CCNS(=O)(=O)c3ccc([N+](=O)[O-])cc3)nc2c1	0.6	4	56	6	-3.6	-10	-1.4	0	-0.8

The order is random; about 4.3% have a hit in one of these screens.
